Assay outcomes: PubChem BioAssay, Broad Institute
esBAF inh = blocks esBAF chromatin remodeling in mouse ES cells | Bmi1-luciferase knock-in reporter, 24 h; 100% = twice the neutral-well signal | AID 602393 | reporter increase, % at 12.5 µM | 350,000 tested, 2% active; in the data active = activation above about 40%;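 note: 0% = median of the plate's neutral control wells and 100% = double that signal; a rise in the Bmi1 reporter signal indicates esBAF inhibition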
RAD52 inh = blocks human RAD52 DNA annealing; P43351; recombinant RAD52 DNA annealing, FRET fluorescence; inhibition, % at 18.7 µM; 360,000 tested, 0.46% active; AID 651710;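 active = every replicate showing at least 50% inhibition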
F508del corr = CFTR F508del correction in bronchial cells | 350,000 tested, 0.36% active | CFBE cells, YFP halide quenching; stimulated with forskolin plus potentiator P3; % fluorescence drop versus neutral controls | activity (quench increase), % at 7.58 µM;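 active = mean added fluorescence quench of at least 8% versus neutral control, with both replicates also reaching 8%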;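 note: cells transiently co-express mutant CFTR-F508del with the halide-sensitive YFP; corrector assay measuring rescue of mutant channel to the surface after 24 h compound exposure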
Xi reactivation = reactivates the inactive X chromosome in mouse fibroblasts; activation, % at 7.58 µM; AID 743238; XiGFP mouse fibroblasts, % GFP-positive cells imaging, 3 d; cells co-treated with 5-aza-dC sensitizer; scaled so ellipticine positive control = 100%; 360,000 tested, 0.055% active;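 active = mean normalized replicate activation at least 10% and every replicate at or above 10%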;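 note: 0% = median of on-plate neutral control wells and 100% = ellipticine 6 µM median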
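Assay system: SV40-immortalized XiGFP fibroblast cells, line 68-5-11; buffer or medium: DMEM plus 5-aza-dC sensitizer; compound: one concentration, pinned; timing: compounds 3 days, fix/stain 15 min at room temperature; benchmarks: positive control ellipticine, 6 µM final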
RAD54 branch = inhibitors of human RAD54 branch migration | Q92698 | RAD54 Holliday junction branch migration, FAM/BHQ fluorescence | inhibition, % at 10.4 µM | 360,000 tested, 0.14% active;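 active = mean normalized replicate activity at least 40 and at least half of replicates scoring 40 or more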;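 note: 0% = median of neutral control wells and 100% = median of positive control wells; inhibitors cause a drop in the FAM fluorescence signal; in these data hits start at about 50%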
Target sequence (Q92698 whole entry, looked up): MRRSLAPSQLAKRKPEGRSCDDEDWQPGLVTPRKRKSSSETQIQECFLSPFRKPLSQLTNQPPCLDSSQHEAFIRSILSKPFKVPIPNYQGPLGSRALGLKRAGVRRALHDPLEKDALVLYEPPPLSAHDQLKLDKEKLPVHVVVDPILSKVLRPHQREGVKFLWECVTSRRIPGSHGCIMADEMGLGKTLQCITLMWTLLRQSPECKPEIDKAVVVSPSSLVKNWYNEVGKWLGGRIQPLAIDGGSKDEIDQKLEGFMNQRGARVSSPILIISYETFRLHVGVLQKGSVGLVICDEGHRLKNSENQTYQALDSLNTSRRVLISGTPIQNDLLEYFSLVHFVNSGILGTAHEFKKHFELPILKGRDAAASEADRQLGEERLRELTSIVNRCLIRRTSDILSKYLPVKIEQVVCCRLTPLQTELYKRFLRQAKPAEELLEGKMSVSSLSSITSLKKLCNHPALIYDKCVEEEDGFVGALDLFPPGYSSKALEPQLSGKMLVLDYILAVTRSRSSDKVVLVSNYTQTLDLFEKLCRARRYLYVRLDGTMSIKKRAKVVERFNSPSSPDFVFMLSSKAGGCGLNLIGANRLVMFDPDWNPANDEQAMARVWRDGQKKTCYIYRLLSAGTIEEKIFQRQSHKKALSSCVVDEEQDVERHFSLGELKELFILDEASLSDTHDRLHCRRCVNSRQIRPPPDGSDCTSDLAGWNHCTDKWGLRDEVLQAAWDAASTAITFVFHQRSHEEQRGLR
GSIS activator = GLuc luminescence reporter in INS-1E cells, primary screen for activators of glucose-dependent secretion of insulin | INS-1E GLuc reporter insulin secretion, 2-3 h | activation, % at 16.6 µM | 370,000 tested, 0.61% active;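 active = lowest replicate activation of at least 40%, so every replicate reaches that level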;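 note: 0% = median of neutral control wells and 100% = median of IBMX positive control wells; some compounds called inactive have numbers as strong as hits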
ARNT-TACC3 inh = disruptors of human ARNT/TACC3 interaction; AID 623870; Q9Y6A5; AlphaScreen His-ARNT PAS-B/GST-TACC3 binding, luminescence; TACC3 fragment carries E629A point mutation; inhibition, % at 9.99 µM; 390,000 tested, 0.66% active;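 active = mean inhibition of replicates at least 50% and at least half of replicates each reaching 50%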;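 note: 0% = complete ARNT plus TACC3 wells and 100% = ARNT alone without TACC3; many hits fall short of the cut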
ERAP1 inh = inhibitors of human ERAP1 aminopeptidase; Q9NZ08; recombinant ERAP1, Leu-AMC fluorescence, 60 min; inhibition, % at 10.7 µM; 340,000 tested, 0.15% active;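 active = mean replicate inhibition of at least 30%, or all replicates individually reaching that 30% level; inactive = mean below 30% and not every replicate reaching it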;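 note: 0% = neutral control wells and 100% = L-leucinethiol positive control wells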
Active calls of the source: *; / = no result given; & = joins results of further samples.

SMILES	esBAF inh	RAD52 inh	F508del corr	Xi reactivation	RAD54 branch	GSIS activator	ARNT-TACC3 inh	ERAP1 inh
CCCc1cc(=O)n2nc(N3CCC(C(=O)N4CCN(c5ccc(OC)cc5)CC4)CC3)sc2n1	-14.7	-14.3	0.9	0.0	8.3	15.5	-1.7	-1.6
O=C(OCc1nc2ccsc2c(=O)[nH]1)c1ccc(Cl)s1	1.1	-22.3	0.1	0.0	/	-1.7	2.3	-3.2
O=[N+]([O-])c1ccc(N2CCN(c3ccc(O)cc3)CC2)c(Cl)c1	/	5.3	/	0.0	-0.1	-2.9	10.0	1.8
O=C(c1ccco1)N1CCN(c2ccc(F)cc2)CC1	/	-19.5	2.0	0.1	/	12.8	/	-2.5
CN1CC(=O)N=C1N	-6.3&0.2	3.3&-7.9	-2.7&-22.3	-0.1&0.0	-2.0&7.5	0.2	-4.9&4.3	-0.5&-1.5
COc1ccccc1-c1nnc2sc(-c3cnccn3)nn12	-24.6	-18.7	-2.7	/	3.7	-10.3	3.4	0.3
C(=C/c1ccccc1)/c1ccccc1	/	-9.8	0.7	/	/	-3.6	/	-2.2
CCCCN(C(=O)CSCC(=O)Nc1ccc(C)cc1)c1c(N)n(Cc2ccccc2)c(=O)[nH]c1=O	-9.1	-3.1	1.6	0.1	-4.8	12.2	21.1	-1.1
O=C(C[C@@H]1CC[C@@H](NS(=O)(=O)c2ccccc2)[C@@H](CO)O1)N1CCN(c2ccccc2)CC1	/	-4.5	2.1	1.0	/	14.8	/	1.2
CCCOCCOC(=O)c1[nH]c2c(c1C)C(=O)CC(c1cc(OC)ccc1OC)C2 (centres undefined)	-22.7	-6.6	9.6*	0.2	2.9	11.5	-1.7	0.3
Cc1ccc(C2/C=C\CC(NC(=O)OCC3c4ccccc4-c4ccccc43)CC(=O)N2Cc2ccccc2)cc1 (centres undefined)	-1.8	-54.2	-0.3	0.0	-0.5	-4.3	-0.9	/
CO[C@H]1CN(C)C(=O)c2cc(NC(=O)C3CC3)ccc2OC[C@@H](C)N(C(=O)c2ccccc2)C[C@H]1C	-0.1	-4.6	-1.0	-0.3	4.8	-2.1	-7.0	-1.8
COc1ccccc1CNC(=O)COn1nnc2ccc(S(=O)(=O)N3CCOCC3)cc21	/	-6.5	-3.7	-0.2	5.2	3.5	-2.6	1.6
C[C@@H]1CN([C@H](C)CO)C(=O)c2cc(C#CC(C)(C)O)cnc2O[C@H]1CN(C)Cc1cncnc1	-0.5	2.0	-0.2	-0.7	3.2	22.5	-4.0	-1.1
CC(C)CC#Cc1cnc2c(c1)C(=O)N([C@@H](C)CO)C[C@@H](C)[C@@H](CN(C)Cc1ccccc1F)O2	-1.3	8.3	0.9	0.7	-6.8	-25.8	3.5	2.3
O=C(O)C1=C[C@@H](O)[C@@H](O)[C@H](O)C1	3.4	-8.9	9.7*	0.1	-5.6	/	5.9	-1.8
Cc1ccccc1NC(=O)COC(=O)/C=C/c1cccc(C(F)(F)F)c1	/	-13.3	/	-0.5	/	/	-11.4	-4.1
O=C(NC1CCCC1)C(c1ccc(F)cc1)N(Cc1ccccc1Cl)C(=O)CCl (centres undefined)	/	-10.7	-0.6	-0.1	-1.3	-13.4	-5.4	-2.1
CCc1cc(=O)oc2c(C)c(OC(C)C(=O)NC3CC(C)(C)NC(C)(C)C3)ccc12 (centres undefined)	-12.6	-13.4	-1.6	0.0	8.6	11.6	2.3	4.0
COc1ccc(/C=N/NC(=O)CCCOc2ccc(Cl)cc2Cl)cc1	/	-21.4	-0.2	0.0	/	-14.7	-9.9	3.1
CS(=O)(=O)N(CC(=O)N1CCCC1)c1cc(Cl)c(Cl)cc1Cl	-12.3	2.6	-1.2	/	-5.0	4.6	0.4	3.2
Cc1csc(NC(=O)C(F)(F)F)n1	/	-7.1	-2.4	-0.1	2.7	-5.1	-0.9	1.1
Cc1ccc(C(=O)Nc2nnc(C3=COCCO3)o2)cc1C	4.4	-19.9	2.0	-0.1	0.8	9.1	13.2	-1.0
CO[C@@H]1CN(C)C(=O)c2ccc(NS(C)(=O)=O)cc2OC[C@@H](C)N(C(=O)C2CCC2)C[C@@H]1C	-1.5	-8.7	-1.9	1.5	10.7	16.9	-8.4	-4.7

Taken from above.
Entry of COc1ccccc1CNC(=O)COn1nnc2ccc(S(=O)(=O)N3CCOCC3)cc21 in ARNT-TACC3 inh: -2.6
Entry of CO[C@@H]1CN(C)C(=O)c2ccc(NS(C)(=O)=O)cc2OC[C@@H](C)N(C(=O)C2CCC2)C[C@@H]1C in GSIS activator: 16.9
Entry of COc1ccc(/C=N/NC(=O)CCCOc2ccc(Cl)cc2Cl)cc1 in ERAP1 inh: 3.1
Entry of CS(=O)(=O)N(CC(=O)N1CCCC1)c1cc(Cl)c(Cl)cc1Cl in F508del corr: -1.2
Entry of CC(C)CC#Cc1cnc2c(c1)C(=O)N([C@@H](C)CO)C[C@@H](C)[C@@H](CN(C)Cc1ccccc1F)O2 in RAD52 inh: 8.3
Entry of Cc1csc(NC(=O)C(F)(F)F)n1 in ERAP1 inh: 1.1
Entry of Cc1ccc(C(=O)Nc2nnc(C3=COCCO3)o2)cc1C in F508del corr: 2.0

Only GSIS activator and F508del corr (2 entries from above):
SMILES | GSIS activator | F508del corr
CC(C)CC#Cc1cnc2c(c1)C(=O)N([C@@H](C)CO)C[C@@H](C)[C@@H](CN(C)Cc1ccccc1F)O2 | -25.8 | 0.9
O=C(O)C1=C[C@@H](O)[C@@H](O)[C@H](O)C1 | / | 9.7*

Going on with the list.
SMILES	esBAF inh	RAD52 inh	F508del corr	Xi reactivation	RAD54 branch	GSIS activator	ARNT-TACC3 inh	ERAP1 inh
CC(=O)Nc1ccc(OC(=O)N2CCCC2)cc1	4.1	-21.7	-0.6	0.0	-2.3	2.0	5.9	-0.6
CCOc1ccccc1C1C(C#N)=C(N)N(N(C)C)C2=C1C(=O)CCC2 (centres undefined)	-2.3	-9.9	-1.9	0.0	-3.7	7.4	-2.7	2.7
COc1ccc(CN(C)C[C@H]2Oc3ccc(N(C)C)cc3CC(=O)N([C@@H](C)CO)C[C@@H]2C)cc1	1.2	-4.3	2.4	0.0	-16.9	6.9	-4.5	-0.3
COc1cccc(S(=O)(=O)N[C@@H]2C=C[C@@H](CC(=O)NCc3ccncc3)O[C@@H]2CO)c1	-1.9	-15.3	-0.8	0.0	-5.2	-3.6	-0.6	1.4
c1ccc2oc(-c3ccc(Nc4nc(N5CCOCC5)nc(N5CCOCC5)n4)cc3)nc2c1	/	3.2	2.1	/	/	17.6	-10.9	/
CNC(=O)C[C@@H]1C(=O)N(Cc2ccccc2)CC1(C)C	-3.5	-0.9	4.8	0.0	/	4.2	/	-0.5
O=C(Nc1ccccc1)c1ccc(Br)o1	39.5	-13.9	-1.1	0.2	-0.5	2.7	2.5	-0.3
CN(Cc1ccc(CNC[C@H]2O[C@@H](n3cnc4c(N)ncnc43)[C@H](O)[C@@H]2O)o1)S(C)(=O)=O	1.1	-10.9	-0.3	0.4	13.2	9.6	0.0	5.9
COc1ccccc1N(CC(=O)NCC1CCCO1)C(=O)CNS(=O)(=O)c1ccccc1 (centres undefined)	/	-9.7	-2.2	-0.1	2.4	27.8	2.9	/
COc1ccc(CNc2nc3nc(C)cc(C)n3n2)cc1	13.3	-0.3	-0.9	/	-9.9	8.6	-15.3	1.4
COc1cccc(CNC(=O)[C@@H]2CCCN2C(=O)[C@H]2CCCCN2S(=O)(=O)c2ccc(OC)c(C)c2)c1	/	0.8	1.1	0.0	/	-34.3	/	1.8
CC(C)C#Cc1ccc2c(c1)O[C@@H](CN(C)CC1CC1)[C@@H](C)CN([C@H](C)CO)S2(=O)=O	3.5	8.3	-0.4	-0.3	-1.4	3.0	3.9	0.3

Grouped by structure: the entries above with an NH in an aromatic ring (three)
SMILES	esBAF inh	RAD52 inh	F508del corr	Xi reactivation	RAD54 branch	GSIS activator	ARNT-TACC3 inh	ERAP1 inh
O=C(OCc1nc2ccsc2c(=O)[nH]1)c1ccc(Cl)s1	1.1	-22.3	0.1	0.0	/	-1.7	2.3	-3.2
CCCCN(C(=O)CSCC(=O)Nc1ccc(C)cc1)c1c(N)n(Cc2ccccc2)c(=O)[nH]c1=O	-9.1	-3.1	1.6	0.1	-4.8	12.2	21.1	-1.1
CCCOCCOC(=O)c1[nH]c2c(c1C)C(=O)CC(c1cc(OC)ccc1OC)C2 (centres undefined)	-22.7	-6.6	9.6*	0.2	2.9	11.5	-1.7	0.3

(more compounds)
SMILES	esBAF inh	RAD52 inh	F508del corr	Xi reactivation	RAD54 branch	GSIS activator	ARNT-TACC3 inh	ERAP1 inh
C[C@@H]1CCCCO[C@H](CN(C)Cc2ccc(C(F)(F)F)cc2)[C@@H](C)CN([C@@H](C)CO)C(=O)c2cc(NS(C)(=O)=O)ccc2O1	-2.5	/	5.1	0.1	8.4	-7.4	2.6	/
Nc1ccc(S(=O)(=O)Nc2nc3ccccc3o2)cc1	-1.9	-14.1	1.3	0.0	-4.5	5.0	5.3	-1.4
O=C(Nc1ccc(F)cc1)N1CC(=O)N2[C@H](C1)[C@H](c1ccc(Br)cc1)[C@@H]2CO	/	6.5	-2.9	0.0	/	-15.3	/	0.0
CN(C)CCCC(C)(O)C(Cc1ccccc1)c1ccccc1 (centres undefined)	/	-21.2	0.0	0.1	-2.6	-0.2	1.7	-0.1
Cn1c(CSCc2ccccc2)n[nH]c1=S	-2.4	/	/	0.0	-0.4	3.6	-4.4	/
C[C@H](CO)N1C[C@H](C)[C@H](CN(C)Cc2ccncc2)Oc2ccc(NS(=O)(=O)c3ccc(F)cc3)cc2C1=O	-1.1	5.6	-0.4	0.4	-7.4	-12.0	-14.8	0.5
O=C(NCc1ccc2c(c1)OCO2)C(=O)NCC1OCCCN1S(=O)(=O)c1cc(F)ccc1F (centres undefined)	-5.0	-9.1	4.9	0.2	0.5	2.5	2.5	0.8
CS(=O)CCC(NS(=O)(=O)c1ccccc1)C(=O)O (centres undefined)	-12.1	-0.2	0.8	/	-3.4	6.6	-1.2	0.7
COc1ccc(NS(=O)(=O)c2ccc(NC(=O)c3ccccn3)cc2)cc1	2.7	-12.9	3.6	0.0	-7.7	-5.7	0.2	0.1
COc1ccc(S(=O)(=O)N(C)C[C@H]2OCCCC[C@H](C)Oc3ccc(NS(=O)(=O)c4ccccc4)cc3C(=O)N([C@H](C)CO)C[C@@H]2C)cc1	12.9	-5.8	0.9	0.1	-9.1	-19.1	-8.4	-0.2
CC(C)NC(=O)N1Cc2cc(C(=O)NC3Cc4ccccc4C3)nc(-c3cccc(-c4cccnc4)c3)c2[C@@H]1CCO	22.2	1.5	/	0.1	-6.8	-14.9	-3.8	2.1
Cc1ccc(NS(=O)(=O)c2ccc(-c3csc(C)n3)s2)c(C)c1	13.0	-6.4	0.3	1.0	-5.2	-19.8	-0.4	2.1
CCN(C[C@@H]1[C@H](c2ccccc2)[C@H](CO)N1C(C)=O)C(=O)c1ccccn1	0.4	-13.4	-0.2	0.0	-7.8	1.8	-4.3	-0.1
C[C@@H]1CN([C@@H](C)CO)C(=O)c2cc(NC(=O)Nc3ccc4c(c3)OCO4)ccc2O[C@@H](C)CCCCO[C@H]1CN(C)CC1CCCCC1	-3.0	37.1	1.5	0.1	4.2	-21.3	12.6	-7.5
